# Screens: PubChem, several laboratories
# PTEN del growth: growth suppression of PTEN-null HCT116, primary screen, cell-based, CellTiter-Glo; 140,000 compounds, 1.2% hits; viability, % at 10 µM; HCT116 PTEN-null viability, 60 h; stronger effect = lower value; AID 827, 2007;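 active = viability at or below a set limit, 4 SD under the median of all tested compounds, cut at about 3.7% in these data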;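 note: PTEN knockout HCT116 line with beta catenin targeted HCT116 as companion control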
# bCat KO growth: primary screen for growth suppressors in beta-catenin knockout HCT116 cells (colon tumor, human); HCT116 beta-catenin knockout viability, CellTiter-Glo, 60 h; stronger effect = lower value; 140,000 compounds, 1.5% hits; viability, % at 10 µM;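 active = viability at or under a set limit, the compound median less 4 SD, cut at about 6% in these data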;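 note: 0% = Hyamine 1622 control at 20 µM and 100% = untreated cell control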
# Phagocyt inh: inhibitors of macrophage phagocytosis, primary screen, imaging, J774A.1 cells, IgG beads. J774A.1 macrophage IgG-bead phagocytosis. inhibition, % at 5 µM. 110,000 compounds, 0.07% hits. AID 1029, 2008;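 active = inhibition above the mean of the plate negative controls plus 5 SD, cut at about 13% in these data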;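 note: phagocytic index as fraction of beads internalized from green versus red external bead signal; plate controls were DMSO negative control for no effect and cytochalasin-D positive control for full effect; some results beyond the cut were filed as inactive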
# Yeast lifespan up: compounds extending yeast replicative lifespan, primary screen, S. cerevisiae, OD615; inhibition of the nicotinamide effect, % at 10 µM; S. cerevisiae growth with nicotinamide; deaD strain in restrictive glucose medium; AID 775, 2007; 130,000 compounds, 0.68% hits;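 active = inhibition above a set limit, placed 3 SD over the median of all compounds, cut at about 26% in these data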;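 note: 0% = nicotinamide-treated wells and 100% = cells grown without nicotinamide; some compounds called inactive have numbers as strong as hits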
#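 System: DeaD-strain S. cerevisiae / Buffer or medium: CSMM-D, restrictive glucose (dextrose) synthetic minimal medium / Probe or stimulus: nicotinamide, 1.5 mM, co-present with compound / Compound: one concentration, 10 µM, DMSO 0.25% / Incubation: 48 h compound exposure at 30 °C, humidified / Technique: optical density (absorbance) at 615 nm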
# E-sel TNF inh: E-selectin induction blockers in HUVEC – imaging, immunofluorescence, high content, primary screen; 120,000 compounds, 0.71% hits; HUVEC TNFa-induced E-selectin immunofluorescence; AID 1246, 2008; inhibition, % at 2 µM;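 active = inhibition above the batch mean plus 3 SD, and confirmed as a hit on visual image review, cut at about 43% in these data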;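 note: 0% = TNF-stimulated DMSO wells and 100% = unstimulated control wells; not every result past the cut was called active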
# BB579 growth dn: growth inhibitors of yeast BB579 in restrictive medium, primary screen, yeast lifespan-shortening project, S. cerevisiae; OD615, 48 h; inhibition, % at 10 µM; 140,000 compounds, 0.51% hits;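 active = inhibition above a set limit, 3 SD over the mean compound inhibition, cut at about 44% in these data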; note: inactives centre near -24
#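 Assay system: S. cerevisiae DeaD strain BB579 yeast. Medium: CSMM-D restrictive synthetic medium containing dextrose (glucose). Times: 4 h cell preincubation, 48 h compound exposure, 30 °C humidified. Signal: OD615 turbidity measurement. Benchmarks: positive control amphotericin B 10 µg/mL.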
# MRP-1 activ: H69AR viability gain despite doxorubicin, primary screen, MRP-1 activator project, H69AR cells, CellTiter-Glo; viability rescue; viability increase, % at 10 µM; 140,000 compounds, 0.61% hits;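 active = viability gain under doxorubicin at or above a set limit, the compound median plus 3 SD, cut at about 4.7% in these data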;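 note: MRP-1 overexpressing cells given doxorubicin 25 µM after compound pretreatment; 18-22 h compound pretreatment then 72 h with doxorubicin before readout; 0% = doxorubicin-only wells and 100% = vehicle-treated cells without doxorubicin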
# Measles CPE: compounds protecting cells from measles virus cytopathic effect, primary screen, measles RdRp inhibitor project, single point, MLSMR library, absorbance. Measles virus-infected cells, CPE protection. protection (pct of control), % at 4 µM. 140,000 compounds, 1.5% hits. AID 841, 2007; in the data active = protection mostly above about 24%, no sharp cut-off; inactive = mostly below about 26%; note: some compounds called inactive have numbers as strong as hits
# NPY-Y2 antag: NPY-Y2 receptor antagonists, primary screen, cell-based; inhibition, % at 2.7 µM; 140,000 compounds, 0.99% hits; NPY-Y2 expressing cells, antagonist mode; AID 793, 2007; in the data active = inhibition above about 17%;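 note: 0% = vehicle with agonist challenge and 100% = reference antagonist with challenge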
# Target sequence (P49146 whole entry, looked up): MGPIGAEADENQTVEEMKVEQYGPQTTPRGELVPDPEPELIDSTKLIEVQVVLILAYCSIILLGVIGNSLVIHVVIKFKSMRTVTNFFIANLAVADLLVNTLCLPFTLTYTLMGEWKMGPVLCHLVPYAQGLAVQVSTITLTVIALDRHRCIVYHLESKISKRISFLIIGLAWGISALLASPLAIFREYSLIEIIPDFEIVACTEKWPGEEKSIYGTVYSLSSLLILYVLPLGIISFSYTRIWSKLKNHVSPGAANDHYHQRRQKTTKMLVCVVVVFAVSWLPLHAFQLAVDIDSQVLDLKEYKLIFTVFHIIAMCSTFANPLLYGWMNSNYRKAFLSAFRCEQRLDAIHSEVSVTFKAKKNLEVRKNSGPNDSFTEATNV
# GALR2 blocker: GALR2 antagonists in receptor-expressing cells, primary screen; Galanin receptor type 2 (Homo sapiens), O43603; antagonist mode; inhibition, % at 4 µM; 140,000 compounds, 0.39% hits; AID 828, 2007; in the data active = inhibition above about 27%;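 note: cells stimulated with galanin 1-16 at roughly its EC80; 0% = agonist challenge control and 100% = basal control without agonist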
# Target sequence (O43603 whole entry, looked up): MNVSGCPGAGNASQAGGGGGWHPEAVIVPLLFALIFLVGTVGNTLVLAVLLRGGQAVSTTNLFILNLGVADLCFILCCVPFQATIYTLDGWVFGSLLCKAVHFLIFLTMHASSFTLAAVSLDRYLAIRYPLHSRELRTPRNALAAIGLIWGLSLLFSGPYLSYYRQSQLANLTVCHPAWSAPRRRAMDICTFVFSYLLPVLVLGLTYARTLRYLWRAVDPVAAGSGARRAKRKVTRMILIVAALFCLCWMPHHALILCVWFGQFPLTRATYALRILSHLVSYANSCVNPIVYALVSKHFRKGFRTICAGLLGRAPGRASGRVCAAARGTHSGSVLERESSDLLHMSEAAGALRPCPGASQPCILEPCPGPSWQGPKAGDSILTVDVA
# * marks the source's active call; other numbers are inactive results; / = no result given; & = joins results of further samples.
1	O=C(CN1C(=O)c2ccccc2C1=O)NCc1ccncc1
2	CCC(C)n1c(SCc2ccc([N+](=O)[O-])cc2)nc2ccsc2c1=O (centres undefined)
3	C#CCOCCOCCOCCNc1nc(N2CCN(C(=O)Cn3cc(CCCN=C(N)N)nn3)CC2)nc(N2CCN(C(=O)Cn3cc(CCCN=C(N)N)nn3)CC2)n1
4	CC(C)(C)n1nnnc1CN(Cc1ccco1)Cc1cc2cc3c(cc2[nH]c1=O)OCO3
5	NS(=O)(=O)c1ccc(CCNC(=O)CSc2nc3ccsc3c(=O)n2C2CC2)cc1
6	O=C(Nc1ncccc1Cl)C1COc2ccccc2O1 (centres undefined)
7	Cc1n[nH]c(C)c1S(=O)(=O)N1CCCC(C(=O)N2CCc3ccccc32)C1 (centres undefined)
8	COc1ccc(-c2c(C)nn(-c3ccccc3)c2N)cc1

Compound	1	2	3	4	5	6	7	8
PTEN del growth	97	47	93	71	95	114	88	98
bCat KO growth	106	54	96	76	88	109	100	99
Phagocyt inh	-1	2	/	0	3	0	0	0
Yeast lifespan up	-16	1	-4	-12	-1	-16	-7	-10
E-sel TNF inh	-10	/	/	-15	/	/	/	10
BB579 growth dn	-34	-10	-14	-11	-11	6	2	-30
MRP-1 activ	0.0	2.7	-2.6	-1.9	-0.1	2.6	-1.6	-2.6
Measles CPE	5	9	2	33	15	2	11	3
NPY-Y2 antag	0	12	1	4	3	0	0	2
GALR2 blocker	14	-2	1	4	10	2	-2	-28

9	Cc1cccc(CSc2nc(N)c(C#N)c(-c3cccs3)c2C#N)c1
10	COc1ccccc1N1CCN(S(=O)(=O)c2ccc3nc(-c4ccccc4)[nH]c3c2)CC1
11	O=c1[nH]n(-c2ccccc2)c(=O)c(Cl)c1Cl
12	CCOn1c(SC(C)C)nc2ccccc2c1=O
13	CCOc1ccc(Cn2nnc(C(=O)Nc3cc(OC)cc(OC)c3)c2N)cc1
14	Cn1nc(-c2ccc(N3CCOCC3)c(NS(=O)(=O)c3ccc(Cl)cc3)c2)c2ccccc2c1=O
15	CCN(CC)c1ccc(NC(=O)CSc2nnc(N)s2)cc1C
16	COC(C(=O)Nc1ccc(Cl)cc1C)c1ccccc1 (centres undefined)

Compound	9	10	11	12	13	14	15	16
PTEN del growth	56	70	92	108	84	20	96	89
bCat KO growth	69	62	85	101	87	21	89	83
Phagocyt inh	/	-4	/	-1	0	/	0	-1
Yeast lifespan up	/	7	56	-11	3	-11	-5	4
E-sel TNF inh	1	0	56	10	13	-19	-1	9
BB579 growth dn	-20	-24	-54	-59	-17	-30	-17	-28
MRP-1 activ	-5.7	-1.0	-0.4	0.2	-1.6	-6.1	-1.0	-0.9
Measles CPE	4	7	29	8	15	6	7	2
NPY-Y2 antag	8	0	2	7	4	4	2	3
GALR2 blocker	-6	-1	0	-3	-4	6	-9	-3

17	COc1cccc(-c2nc(-c3ccccn3)no2)c1OC
18	Cn1c(=O)c2c(nc(SCCN3CCOCC3)n2Cc2ccc(F)cc2)n(C)c1=O
19	O=C(CCc1nc(-c2ccccc2F)no1)NC1CCCCC1
20	CC(C)n1cc(/C=C2/SC(=O)N(CC(=O)Nc3ccc4c(c3)OCO4)C2=O)c2ccccc21
21	COc1ccc(CNC(=O)CN(C(=O)CCC(=O)Nc2ccccn2)c2ccccc2OC)cc1
22	C/C(=N\Nc1cc(-c2ccccc2)nc(-c2ccccc2)n1)c1ccc(O)c(C)c1
23	CC(=O)Nc1nc(C)c(-c2csc(Nc3cccc([N+](=O)[O-])c3)n2)s1
24	CCC(=O)NC(Nc1ccccn1)(C(=O)OC)C(F)(F)F (centres undefined)

Compound	17	18	19	20	21	22	23	24
PTEN del growth	107	95	90	54	96	2.0*	1.7*	105
bCat KO growth	107	94	102	35	94	11	1.8*	101
Phagocyt inh	/	0	2	/	2	0	1	-2
Yeast lifespan up	-17	-9	-12	-10	-1	-4	-12	6
E-sel TNF inh	10	-56	3	30	0	80*	24	-12
BB579 growth dn	-88	-10	-24	-15	-28	-56	-42	-39
MRP-1 activ	-1.0	-0.6	-0.7	-5.0	0.6	-6.6	-5.6	-1.5
Measles CPE	6	8	6	6	11	16	5	5
NPY-Y2 antag	0	-1	0	1	2	-2	1	2
GALR2 blocker	-4	-11	8	10	-14	19	4	4

25	Cc1ccccc1NC(=O)CN(c1ccc(F)cc1)S(C)(=O)=O
26	Cc1[nH]c2ccccc2c1C(=O)CSC(=S)N1CCCCC1
27	CN1CC[n+]2c(CN3C(=O)c4ccccc4C3=O)csc21
28	C=C(C)C1Cc2c(C)nn(-c3nc(C)cc(C)n3)c2C1 (centres undefined)
29	C/C(=N\NC(=O)C(C)Sc1ccccc1)C(C)(C)C (centres undefined)
30	O=C(Nc1c2c(nn1-c1ccc(F)cc1)CS(=O)C2)C12CC3CC(CC(C3)C1)C2 (centres undefined)
31	Cc1ccc(C(=O)Nc2ccccc2C(=O)NC2CCCCC2)cc1S(=O)(=O)N1CCOCC1
32	CCCN1C(=O)SC(CC(=O)Nc2ccc(C)cc2)C1=O (centres undefined)

Compound	25	26	27	28	29	30	31	32
PTEN del growth	83	91	94&92	68	86	90	81	89
bCat KO growth	91	91	96	69	103	89	81	89
Phagocyt inh	1	-2	-2	0	/	-2	-2	/
Yeast lifespan up	-15	-1	-10	-9	-10	-6	-2	/
E-sel TNF inh	19	/	16	-25	-41	-2	-4	-5
BB579 growth dn	-41	-18	-4	-5	-40	-14	-31	-21
MRP-1 activ	-2.3	-1.2	-0.7	-1.5	0.0	-2.3	-0.1	4.6
Measles CPE	4	8	5	6	2	12	3	5
NPY-Y2 antag	5	-1	0	3	7	2	7	3
GALR2 blocker	-8	-3	4	-2	7	0	-7	2

33	Cn1cccc1CC(=O)NNC(=S)Nc1ccccc1Cl
34	O=C(c1cccc(C(=O)N2CCN(Cc3ccccc3)CC2)c1)N1CCN(Cc2ccccc2)CC1
35	c1ccc(-c2oc3ncnc(NCCCN4CCOCC4)c3c2-c2ccccc2)cc1
36	COc1cc(/C=C/CO)cc(OC)c1O[C@@H]1O[C@H](CO)[C@@H](O)[C@H](O)[C@H]1O
37	CCOC(=O)C1CCCN(C(=O)CCn2nc(-c3ccccc3)ccc2=O)C1 (centres undefined)
38	Cc1ccc(S(=O)(=O)N(C)CC(=O)OCC(=O)N2CCN(c3ccccc3)CC2)cc1
39	COCc1cc(=O)[nH]c(/N=C(\N)Nc2cccc(C)c2)n1
40	C/C(=N\NC(=O)CSCc1ccccc1Br)c1cccc([N+](=O)[O-])c1

Compound	33	34	35	36	37	38	39	40
PTEN del growth	99	85	34	93	104	100	/	90
bCat KO growth	94	88	36	95	90	96	84	93
Phagocyt inh	0	3	0	/	-4	-6	1	/
Yeast lifespan up	1	0	-22	-1	-9	1	2	-1
E-sel TNF inh	-5	-44	16	/	10	-8	38	/
BB579 growth dn	-31	-35	-3	-39	-47	-20	-12	-28
MRP-1 activ	0.5	-0.9	-6.7	-0.4	-2.2	-1.0	-1.1	3.9
Measles CPE	4	3	12	7	6	12	24	9
NPY-Y2 antag	3	1	18*	0	3	2	1	0
GALR2 blocker	-4	3	-13	1	4	9	6	3

41	COc1ccc(Nc2ncccc2C(=O)O)cc1
42	CC12C(=O)N(n3cnnc3)C(=O)C1C1C=CC2C1 (centres undefined)
43	S=C(NN=C1C2CC3CC(C2)CC1C3)Nc1ccccc1
44	CCc1ccc(NC(=O)C2CCCCC2C(=O)O)cc1 (centres undefined)
45	CCN(CC)c1nc2ccccc2[nH]1
46	COc1ccc(S(=O)(=O)CCC(=O)N(C)c2ccc(OC)cc2OC)cc1
47	O=C(c1ccco1)N1C2C=CC(C2)C1(C(F)(F)F)C(F)(F)F (centres undefined)
48	CCCn1c(SCCN2C(=O)c3ccccc3C2=O)n[nH]c1=O

Compound	41	42	43	44	45	46	47	48
PTEN del growth	104	82	70	108	91	0.4*	98	108
bCat KO growth	105	89	70	96	88	0.5*	99	107
Phagocyt inh	1	-1	0	1	/	/	/	-1
Yeast lifespan up	0	-4	-13	-4	6	/	-3	-19
E-sel TNF inh	-5	-21	18	/	14	-11	-9	12
BB579 growth dn	-19	-54	-6	-53	-22	-7	-38	-25
MRP-1 activ	-1.5	0.4	-1.2	-1.1	-3.0	-2.7	-1.8	3.1
Measles CPE	4	4	22	8	32	14	9	10
NPY-Y2 antag	2	4	2	7	3	0	-1	1
GALR2 blocker	-9	3	-8	9	-8	11	12	9

# 3 entries from above, bar-delimited.
no. | canonical_smiles | PTEN del growth | bCat KO growth | Phagocyt inh | Yeast lifespan up | E-sel TNF inh | BB579 growth dn | MRP-1 activ | Measles CPE | NPY-Y2 antag | GALR2 blocker
45 | CCN(CC)c1nc2ccccc2[nH]1 | 91 | 88 | / | 6 | 14 | -22 | -3.0 | 32 | 3 | -8
46 | COc1ccc(S(=O)(=O)CCC(=O)N(C)c2ccc(OC)cc2OC)cc1 | 0.4* | 0.5* | / | / | -11 | -7 | -2.7 | 14 | 0 | 11
41 | COc1ccc(Nc2ncccc2C(=O)O)cc1 | 104 | 105 | 1 | 0 | -5 | -19 | -1.5 | 4 | 2 | -9

# Additional structures.
49	CC(=O)Nc1nc2cc3c(cc2s1)OCO3
50	COc1ccc(-c2nnc(NC(=O)c3cc(Cl)ccc3Cl)o2)cc1
51	CCOC(=O)COc1ccc(S(=O)(=O)Nc2cccc(SC)c2)cc1
52	O=C(Nc1ccc(Cl)cc1)c1cc(S(=O)(=O)N2CCOCC2)cs1
53	CCOC(=O)c1c(C(F)(F)F)cc(-c2ccc(F)cc2)nc1C
54	CCCN1C/C(=C/c2cccc([N+](=O)[O-])c2)C(=O)/C(=C/c2cccc([N+](=O)[O-])c2)C1
55	Cc1ccc2cc3cc(C(=O)NCCN4CCOCC4)oc3nc2c1
56	CCCCNC(=O)NC1C(NC(=O)NCCCC)N(C)C(=O)N1C (centres undefined)

Compound	49	50	51	52	53	54	55	56
PTEN del growth	79	22	87	43	97	2.0*	94	84
bCat KO growth	99	29	92	39	87	2.6*	81	90
Phagocyt inh	-1	0	-2	-1	4	2	/	/
Yeast lifespan up	-12	9	-10	2	-6	-2	-6	-5
E-sel TNF inh	18	-26	-5	-5	-10	/	-30	-2
BB579 growth dn	12	-34	5	-27	-24	-27	-22	-6
MRP-1 activ	1.4	-4.2	-2.8	-2.3	-0.7	-4.5	-2.4	0.5
Measles CPE	17	8	6	78*	17	1	9	20
NPY-Y2 antag	4	3	-1	-2	8	2	1	0
GALR2 blocker	-1	17	-5	-2	1	-9	-14	-12
